Bioassay records from PubChem.
XBP1 UPR activ: activators of adaptive XBP1 UPR arm, primary screen, cell-based, CHO-XBP1 luciferase reporter, luminescence, uHTS | IRE1-XBP1 UPR activation; percent of tunicamycin response, DMSO as zero | activation, % at 20 µM | hit rate 0.33% among 330,000;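 active = versus positive control, 20 µM dose yields 30% or more activation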;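 note: 100% = tunicamycin at 10 µg/mL and 0% = DMSO only wells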
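Material: CHO-XBP1 cells stably carrying IRE1-XBP1-driven luciferase reporter / Amount: 1000 cells per well / Compound: 20 µM, 1% DMSO / Times: 6 h treatment, 37 °C / Detection: luciferase luminescence / Measure: % activation of reporter signal versus tunicamycin and DMSO controls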
TIM10 inh: growth inhibitors of isogenic TIM10 control yeast, primary screen, counter-screen for tim10-1 yeast inhibitor project, luminescence, uHTS. S. cerevisiae TIM10 strain growth, BacTiter-Glo luminescence, 24 h. inhibition, % at 10 µM. hit rate 1.4% among 330,000;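 active = inhibition of 40% or more at the single tested concentration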;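 note: wild-type TIM10 isogenic control strain grown at permissive 25 °C; 0% = DMSO yeast wells and 100% = minimal medium wells without yeast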
tim10-1 inh: growth inhibitors of tim10-1 mutant yeast, primary screen, luminescence, uHTS | S. cerevisiae tim10-1 ts strain growth, BacTiter-Glo, 24 h | inhibition, % at 20 µM | AID 463190, 2010 | hit rate 2.2% among 330,000;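 active = inhibition of at least 40%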;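 note: mutant grown at 25 °C; 0% = DMSO wells with yeast and 100% = wells holding no yeast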
NR3A LBD binder: binders of NR3A ligand-binding domain, primary screen, biophysical, differential scanning fluorimetry, uHTS. Tm shift relative to glycine control, % at 25 µM. hit rate 2.5% among 340,000. NR3A LBD differential scanning fluorimetry, Tm shift; 0% = protein alone, 100% = glycine-bound protein. AID 1259313, 2017. Glutamate receptor ionotropic, NMDA 3A (GRIN3A) ligand-binding domain;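 active = melting temperature shift of at least 10% of the positive control shift, at one fixed dose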
APJ ag: agonists of human apelin receptor APJ, primary screen, CHO-K1 cells, PathHunter beta-arrestin, luminescence; P35414; 0% DMSO wells, 100% apelin; activation, % at 20 µM; hit rate 0.11% among 330,000;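 active = activation more than six SD over the plate average, tested at 20 µM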;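 note: 0% = DMSO alone and 100% = apelin-13 at 10 nM; some results filed as inactive read as strong as hits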
Target sequence (P35414 whole entry, looked up): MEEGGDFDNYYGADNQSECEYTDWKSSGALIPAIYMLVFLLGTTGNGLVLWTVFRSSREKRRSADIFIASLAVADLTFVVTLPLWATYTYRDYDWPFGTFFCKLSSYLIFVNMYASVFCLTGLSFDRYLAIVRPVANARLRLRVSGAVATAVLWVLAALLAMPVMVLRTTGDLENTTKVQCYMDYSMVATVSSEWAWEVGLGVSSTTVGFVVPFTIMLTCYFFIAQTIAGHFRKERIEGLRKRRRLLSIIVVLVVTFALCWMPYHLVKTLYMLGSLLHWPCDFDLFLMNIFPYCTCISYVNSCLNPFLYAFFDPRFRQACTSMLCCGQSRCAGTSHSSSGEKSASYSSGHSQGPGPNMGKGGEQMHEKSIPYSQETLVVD
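Test system: CHO-K1 APJ beta-arrestin complementation cell line. Amount: cell density 1000 per well. Controls: DMSO negative, 10 nM Apelin-13 positive. Signal: luminescent beta-gal fragment complementation, chemiluminescent substrate. Read-out basis: agonist-driven arrestin binding to APJ. Timing: compound stimulation 90 min at 25 °C, detection 60 min.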
tim23-1 inh: growth inhibitors of tim23-1 mutant yeast, primary screen, luminescence, uHTS | S. cerevisiae tim23-1 growth, BacTiter-Glo luminescence, 24 h | inhibition, % at 20 µM | hit rate 1.3% among 330,000;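 active = growth inhibition of the mutant yeast at or above 50%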;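 note: temperature-sensitive mutant grown at 25 °C; plate controls were DMSO-treated mutant yeast for no effect and medium wells lacking yeast for full effect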
Mdm2-MdmX inh: inhibitors of human Mdm2-MdmX association, primary screen, cell-based, luminescence, split luciferase, SaOS-2, uHTS. Protein Mdm4 (Homo sapiens) + E3 ubiquitin-protein ligase Mdm2 (Homo sapiens), …. hit rate 3% among 330,000. inhibition, % at 8 µM. SaOS-2 split-luciferase Mdm2/MdmX complementation;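 active = inhibition of at least 50% at 8 µM in the primary screen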
NLRP3 yeast inh: NALP3 inflammasome inhibitors in reconstituted yeast, primary screen, luminescence, uHTS; Yeast reconstituted NLRP3/ASC/caspase-1, beta-gal luminescence, 24 h; inhibition, % at 10 µM; hit rate 0.39% among 330,000; AID 2825, 2010;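 active = inhibition of 50% or more; inactive = inhibition below 50%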;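 note: plate controls were induced DMSO wells for no effect and uninduced yeast grown without galactose for full effect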
CHOP UPR activ: activators of apoptotic CHOP UPR arm, primary screen, cell-based, CHO-CHOP luciferase reporter, luminescence, uHTS; UPR activation; percent of tunicamycin response over DMSO baseline; activation, % at 10 µM; hit rate 0.34% among 330,000; AID 449763, 2010;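 active = at 10 µM dose, activation of 40% or more, normalized to positive control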;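 note: 100% = tunicamycin at 10 µg/mL and 0% = DMSO alone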
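Evaluation: % reporter activation, DMSO baseline versus tunicamycin full activation; System: CHO-CHOP luciferase reporter cell line; Input: 500 cells/well; Incubation: 6 h compound treatment, 37 °C; Measured by: Steady-Glo luciferase luminescence; Dosing: one dose, 10 µM in 0.5% DMSO; Buffer or medium: F12 medium, 10% FBS; Benchmarks: positive tunicamycin 10 µg/mL, negative DMSO alone.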
Starred values were filed as active, the others as inactive; . = not tested or not shown; & = joins results of further samples.

SMILES	XBP1 UPR activ	TIM10 inh	tim10-1 inh	NR3A LBD binder	APJ ag	tim23-1 inh	Mdm2-MdmX inh	NLRP3 yeast inh	CHOP UPR activ
CC(=O)N1C[C@H](O)C[C@H]1C(=O)O	-3.0	-1.6	-2.1	0.6	-5.2	-13.7	-2.5	18.1	0.1
CC1=NN(c2ccccc2)C(=O)C1	-3.1	11.8	19.7	8.2	-6.6	8.4	-3.4	12.7	-1.4
O=C(O)COC(=O)Cc1ccccc1Nc1c(Cl)cccc1Cl	-8.1	-3.8	-7.2	-0.8	-2.5	-2.9	19.4	0.6	0.3
CC(C)Cn1cnc2c1c(=O)n(C)c(=O)n2C	-3.9	-2.7	-2.4	4.5	0.6	-0.1	7.2	13.6	-1.0
CCCCCCCCO	-0.8	1.2	-13.1	0.1	0.7	-4.8	9.9	-3.8	1.0
O=c1cc[nH]c(=O)[nH]1	-5.5	3.5	0.6	0.6	-6.5	-1.0	-30.6	-4.0	2.0
C[C@H](CCC(=O)O)[C@H]1CC[C@H]2[C@@H]3[C@@H](O)C[C@@H]4C[C@H](O)CC[C@]4(C)[C@H]3CC[C@]12C	-6.2	6.3	1.8	-3.8	-1.8	6.3	-26.9	21.5	0.1
C/C=C/C=N\NC(=O)c1ccncc1	-4.8	4.5	-13.1	0.6	-1.6	-17.7	4.3	-1.5	-1.2
COc1nc(C)nc(Cl)c1NC1=NCCN1	-2.8&-5.4	-2.9&3.9	7.6&-4.9	3.1&-4.7	-2.9&-1.2	6.0&-21.2	-4.2&23.2	-3.7&13.6	3.0&0.9
CCOc1ccc(S(=O)(=O)N2CCCCCC2)c2ccccc12	1.2	10.5	11.7	0.1	-1.3	15.9	20.7	17.4	-2.0
C[C@H]1c2cccc(O)c2C(=O)C2C(=O)C3(O)C(=O)C(C(N)=O)C(=O)[C@@H](N(C)C)[C@@H]3[C@@H](O)[C@@H]21 (stereo partly drawn)	0.1	-12.3	4.5	-3.5	0.5	-2.8	2.9	5.1	1.9
CN(C)CCCN1c2ccccc2Sc2ccccc21	-3.1	-2.4	2.2	0.0	-0.1	-4.3	23.3	21.5	5.8

Taken from the listing (10 entries):
SMILES	XBP1 UPR activ	TIM10 inh	tim10-1 inh	NR3A LBD binder	APJ ag	tim23-1 inh	Mdm2-MdmX inh	NLRP3 yeast inh	CHOP UPR activ
CC(=O)N1C[C@H](O)C[C@H]1C(=O)O	-3.0	-1.6	-2.1	0.6	-5.2	-13.7	-2.5	18.1	0.1
CC1=NN(c2ccccc2)C(=O)C1	-3.1	11.8	19.7	8.2	-6.6	8.4	-3.4	12.7	-1.4
O=C(O)COC(=O)Cc1ccccc1Nc1c(Cl)cccc1Cl	-8.1	-3.8	-7.2	-0.8	-2.5	-2.9	19.4	0.6	0.3
CC(C)Cn1cnc2c1c(=O)n(C)c(=O)n2C	-3.9	-2.7	-2.4	4.5	0.6	-0.1	7.2	13.6	-1.0
CCCCCCCCO	-0.8	1.2	-13.1	0.1	0.7	-4.8	9.9	-3.8	1.0
O=c1cc[nH]c(=O)[nH]1	-5.5	3.5	0.6	0.6	-6.5	-1.0	-30.6	-4.0	2.0
C[C@H](CCC(=O)O)[C@H]1CC[C@H]2[C@@H]3[C@@H](O)C[C@@H]4C[C@H](O)CC[C@]4(C)[C@H]3CC[C@]12C	-6.2	6.3	1.8	-3.8	-1.8	6.3	-26.9	21.5	0.1
C/C=C/C=N\NC(=O)c1ccncc1	-4.8	4.5	-13.1	0.6	-1.6	-17.7	4.3	-1.5	-1.2
COc1nc(C)nc(Cl)c1NC1=NCCN1	-2.8&-5.4	-2.9&3.9	7.6&-4.9	3.1&-4.7	-2.9&-1.2	6.0&-21.2	-4.2&23.2	-3.7&13.6	3.0&0.9
CCOc1ccc(S(=O)(=O)N2CCCCCC2)c2ccccc12	1.2	10.5	11.7	0.1	-1.3	15.9	20.7	17.4	-2.0

(continued)
SMILES	XBP1 UPR activ	TIM10 inh	tim10-1 inh	NR3A LBD binder	APJ ag	tim23-1 inh	Mdm2-MdmX inh	NLRP3 yeast inh	CHOP UPR activ
Nc1cc(-c2ccncc2)c[nH]c1=O	-2.2	-1.1	-15.2	12.9*	-1.3	-11.7	16.9	18.1	-1.2
Cc1cc(C)nc(/N=C(\N)Nc2ccc(S(N)(=O)=O)cc2)n1	-1.3	-12.9	4.4	-2.8	-2.6	-1.9	28.4	18.9	-2.7
Cc1coc2c1C(=O)C(=O)c1c-2ccc2c1CCCC2(C)C	8.2	43.6*	47.7*	-9.6	1.2	47.4	52.5*	7.8	6.8
CC1(C)O[C@H]2CC(=O)OCC23[C@H]2CC[C@@]4(C)[C@H](c5ccoc5)OC(=O)[C@H]5O[C@]54[C@]2(C)C(=O)C[C@@H]13 (stereo partly drawn)	-1.6	-4.4	-10.5	-3.1	-1.4	-8.0	30.4	-0.6	-1.3
O=C1NCC2(CCN(CCc3ccccc3)CC2)O1	-8.1	4.4	-0.7	4.4	-1.6	-14.2	-7.7	12.1	-2.9
CC(=O)O[C@]1(C(C)=O)CC[C@H]2[C@@H]3C=C(Cl)C4=CC(=O)[C@@H]5C[C@@H]5[C@]4(C)[C@H]3CC[C@@]21C	2.5&-6.2	6.3&11.7	9.8&26.4	0.1&-1.3	2.9&-3.4	32.9&36.4	-17.6&21.3	2.1&10.2	1.0&0.5
CC(C)Cc1ccc(C(C)C(=O)O)cc1 (stereo not drawn)	-4.6	-7.3	-1.1	-3.0	-3.3	5.2	20.3	21.5	0.5
COc1ccc(CN(CCN(C)C)c2ccccn2)cc1	-8.9	5.5	-14.8	-1.7&-1.9&-3.5	-3.3	6.4	4.7	1.8	-0.6
CCC[C@H](N[C@@H](C)C(=O)N1[C@H](C(=O)O)C[C@@H]2CCCC[C@@H]21)C(=O)OCC	-3.9	4.5	-18.1	-0.9	-0.6	1.2	-21.6	-0.7	0.7
N=C(N=C(N)N)N1CCOCC1	-6.4	1.5	13.4	5.7	-3.8	-15.6	21.0	9.8	2.4
O=C1N(c2ccccc2)c2ccccc2C1(Cc1ccncc1)Cc1ccncc1	-6.9	10.5	33.1	-2.2	-1.0	21.3	5.9	6.7	-2.2
CN1CCC(=C2c3ccccc3CCc3sccc32)CC1	-1.4	-1.7	6.3	-2.2	-0.7	-2.3	60.1*	26.9	0.0
CCCn1ncc(CN2CCCC(C(=O)c3cccc(OC(C)C)c3)C2)c1C (stereo not drawn)	-1.4	-0.2	0.9	-0.9	-3.2	17.6	33.1	13.1	-0.4
O=C(O)[C@@H]1[C@H]2C[C@H]3c4[nH]c5ccccc5c4CCN3C[C@@H]2CC[C@@H]1O	-4.7	14.0	13.7	0.6	21.8	9.2	-3.5	36.4	-1.5
COc1ccccc1OCC(O)COC(N)=O (stereo not drawn)	-4.8	-3.5	0.9	12.9*	-4.2	9.5	11.9	4.7	0.9
CC(=O)[C@H]1CC[C@H]2[C@@H]3C[C@H](C)C4=CC(=O)CC[C@]4(C)[C@H]3[C@@H](O)C[C@]12C	-3.9	19.1	37.2	0.6	-1.5	36.4	16.5	4.0	-0.5
CCCOc1ccccc1-c1nc2n[nH]nc2c(=O)[nH]1	-4.0	5.8	-14.5	-0.9	0.6	0.1	1.0	19.8	0.6
CCOC(=O)C1(CCOc2ccccc2)CCN(Cc2ccc(O)c(Cl)c2)CC1	-3.3	12.0	12.9	-1.8	-1.8	12.5	-36.0	20.4	0.7
C[C@]12CC[C@H]3[C@@H](CCC4=CC(=O)CC[C@@]43C)[C@@H]1CC[C@@H]2C(=O)CO	-8.1	-0.7	6.5	0.6	2.2	27.5	2.1	44.6	-0.4
CC(C)=CC(=O)O[C@@H]1Cc2cc3ccc(=O)oc3cc2OC1(C)C	1.6	1.2	0.0	0.0	-1.8	44.5	10.8	24.0	-1.3
CC(C)Cc1ccc([C@H](C)C(=O)O)cc1	-4.8	-1.5	-11.3	0.8	-0.5	7.1	9.4	16.8	-0.2
CC(Oc1c(Cl)cccc1Cl)C1=NCCN1 (stereo not drawn)	-3.9	9.7	-7.0	.	1.1	3.8	1.2	29.6	3.7
Cc1nc2c3ccccc3nc(NNC(=O)CCC(=O)N3CCN(c4ccccc4)CC3)n2n1	-2.6	-5.8	14.7	0.3	-0.1	14.1	12.0	2.5	-0.2
NS(=O)(=O)c1cc2c(cc1C(F)(F)F)NC(Cc1ccccc1)NS2(=O)=O (stereo not drawn)	-6.2	-1.5	10.6	-5.7	-0.9	3.5	14.4	10.2	1.6
CC1(C)OC2CC3C4CC(F)C5=CC(=O)C=CC5(C)C4(F)C(O)CC3(C)C2(C(=O)CO)O1 (stereo not drawn)	2.0	-18.2	14.6	3.5	0.6	11.1	-51.3	-9.9	-2.6
c1ccc2c(CC3=NCCN3)cccc2c1	-5.6	15.1	6.9	-1.7	-0.2	-1.4	-22.6	14.7	1.0
Nc1ccc(C(=O)Nc2ccccc2N)cc1	7.6	-10.1	-9.8	1.8	-1.0	-7.6	54.8*	8.1	1.1
Cc1onc(-c2ccccc2Cl)c1C(=O)N[C@@H]1C(=O)N2[C@@H]1SC(C)(C)[C@@H]2C(=O)O	-8.5	11.2	6.7	-0.5&-0.6	-2.9	4.0	0.6	4.7	0.5
COc1c(O)cc2c(c1O)C1OC(CO)C(O)C(O)C1OC2=O (stereo not drawn)	-8.0	-45.4	1.3	1.3	-4.0	-38.6	0.9	29.3	0.9
C=C1c2cccc(O)c2C(=O)C2C(=O)[C@]3(O)C(=O)C(C(N)=O)C(=O)[C@@H](N(C)C)[C@@H]3[C@@H](O)[C@H]12 (stereo partly drawn)	-4.3	0.2	17.2	-8.0	4.2	5.7	8.2	-2.5	1.1

A portion of the library; count on the stated rates, not on these rows.
